High-throughput results: PubChem, Southern Research Specialized Biocontainment Screening Center
M. tuberculosis: growth inhibition of non-replicating M. tuberculosis (AID 488890) | Mycobacterium tuberculosis non-replicating, growth inhibition; higher % means a stronger effect | inhibition, % at 25 µM; hits with a dose series show IC50 in µM | actives 0.39% (n = 320,000); in the data active means a potency from the dose series; inconclusive means inhibition mostly from about 82% at the one dose, without a potency; inactive means the rest, 99 in 100 with inhibition below about 76%;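 further: plate controls were DMSO cells for no effect and high antibiotic wells for full effect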
VEEV TC-83 Vero: inhibitors of VEEV TC-83 cytopathic effect, confirmation, Vero cells (AID 588727) | actives 0.13% (n = 350,000) | Vero cells, VEEV TC-83 cytopathic effect inhibition; higher % means a stronger effect | inhibition, % at 20 µM, or IC50 in µM where a hit was titrated; in the data active means a potency from the dose series; inconclusive means inhibition mostly from about 14% at the one dose, without a potency; inactive means the rest, 99 in 100 with inhibition below about 12%; further: strong numbers were not always called active
H1N1 NS1A inhibition: H1N1 influenza NS1A inhibitors, functional cell based assay (AID 504329); NS1A functional cell-based assay, percent inhibition; higher % means a stronger effect; inhibition, % at 12.5 µM; hits with a dose series show IC50 in µM; actives 0.3% (n = 340,000); in the data active means a potency from the dose series; inconclusive means inhibition above about 27% without an active follow-up result; further: strong numbers were not always called active
PhoP GFP inhibition: PhoP regulon inhibitors, Salmonella typhi PhoP promoter GFP reporter, confirmatory (AID 1850). Salmonella Typhi PhoP-promoter GFP reporter, fluorescence, 4 h; higher % means a stronger effect. one-dose inhibition, % at 50 µM; IC50 in µM for titrated hits. actives 0.33% (n = 310,000); in the data active means a potency from the dose series; inconclusive means inhibition mostly from about 25% at the one dose, without a potency; inactive means the rest, 99 in 100 with inhibition below about 19%;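 further: 0% = induced wells with vehicle and 100% = uninduced wells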
H37Rv inhibition: M. tuberculosis growth inhibition, HTS (AID 449762); M. tuberculosis H37Rv growth inhibition, 7H9 media; higher % means a stronger effect; inhibition, % at 25 µM; hits with a dose series show IC50 in µM; actives 0.59% (n = 330,000); in the data active means a potency from the dose series; inconclusive means inhibition above about 70% without an active follow-up result;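 further: bacterial growth assessed after seven days of incubation; strong numbers were not always called active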
VEEV TC-83 Vero 10K pilot screen: second read-out of VEEV TC-83 Vero, no call of its own (marks repeat the call); inhibition, %; measured here: 10K pilot screen inhibition
* hit, by the source's call; i = inactive; u = inconclusive; x = not tested or not shown.

Start of the data: the first 2 compounds (preview)
SMILES	M. tuberculosis	VEEV TC-83 Vero	H1N1 NS1A inhibition	PhoP GFP inhibition	H37Rv inhibition	others
Cc1cc(C)c(S(C)(=O)=O)c(=O)[nH]1	-1%	2.4%	3%	13%	-5%
CC(=O)Nc1cc(C(=O)N(C)Cc2ccco2)ccc1Sc1ccc(Cl)cc1	8%	0.6%	-3%	1%	6%

The whole of this part, from the first entry:
SMILES	M. tuberculosis	VEEV TC-83 Vero	H1N1 NS1A inhibition	PhoP GFP inhibition	H37Rv inhibition	others
Cc1cc(C)c(S(C)(=O)=O)c(=O)[nH]1	-1%	2.4%	3%	13%	-5%
CC(=O)Nc1cc(C(=O)N(C)Cc2ccco2)ccc1Sc1ccc(Cl)cc1	8%	0.6%	-3%	1%	6%
Cc1nnc(SCC(=O)NC23CC4CC(CC(C4)C2)C3)s1	8%	1.4%	-9%	12%	-5%
Cc1cccc(OCCCC(=O)Nc2nnc(C3CCCO3)s2)c1C (stereo not given)	-5%	1.3%	2%	-3%	-12%
COc1cccc(C2=CC(=O)CC(C)(C)C2)n1	-20%	1.0%	1%	7%	3%
O=C(NC1CCCc2ccccc21)C1CCN(S(=O)(=O)c2cccc3nsnc23)CC1 (stereo not given)	-19%	1.9%	-10%	-7%	-5%	VEEV TC-83 Vero 10K pilot screen=0.9
Nc1nc(OCC2CCCCC2)c2[nH]cnc2n1	-5%	i	0%	-11%	3%
COCCNC(=O)c1ccc(C)c(S(=O)(=O)Nc2ccc(C)cc2)c1	9%	3.2%	6%	11%	4%
O=C1CCC(C(=O)N(Cc2ccco2)C2(C(=O)NC3CCCC3)CCCCC2)N1 (stereo not given)	-3%	0.4%	-4%	15%	-3%
CCOC(=O)C1=C(COC(=O)/C=C/c2ccc([N+](=O)[O-])cc2)NC(=O)NC1C (stereo not given)	25%	0.1%	-4%	x	-5%
O=C(NCCc1ccc(F)cc1)c1cc2ccccc2oc1=O	47%	5.3%	-9%	-9%	-4%
Cc1nc(SCC(=O)NCc2ccc(F)cc2)c2c(=O)n(C)c(=O)n(C)c2n1	-24%	1.9%	5%	-5%	-9%	VEEV TC-83 Vero 10K pilot screen=0.3
CC1(C(=O)O)CCC(C(=O)Nc2ccc(OC(F)(F)Cl)cc2)C1(C)C (stereo not given)	-5%	0.3%	1%	1%	4%
COc1cc2c(C(=O)N3CCN(C)CC3)c(C)oc2cc1Br	10%	0.1%	3%	0%	-5%	VEEV TC-83 Vero 10K pilot screen=0.3
Cc1nn(-c2ccccc2)c2c1C(O)n1c(nc3ccccc31)S2 (stereo not given)	18%	11%	-6%	-6%	-1%
Cc1cc2c(NCc3ccccc3)ncnc2s1	57%	i	-3%	-7%	1%
Cn1cnc2cc(NC(=O)COc3ccccc3)ccc21	-8%	1.2%	1%	-8%	-2%
COc1ccc(-c2[nH]ncc2CN2CCN(c3ccc(F)cc3)CC2)cc1	11%	1.0%	4%	-17%	-4%
Cc1ccc(-c2nc(-c3ccncc3)no2)c(C)c1	24%	2.8%	-9%	-7%	11%
COC(=O)c1ccccc1C(=O)c1ccc2c(c1)NC(=O)CO2	16%	1.0%	-3%	3%	7%
CC(OC(=O)CC1CC2CCC1C2)C(=O)Nc1ccc(N2CCOCC2)cc1 (stereo not given)	-4%	i	8%	-22%	6%
Cc1cc(N2CCN(C)CC2)nc2ccc(NC(=S)NCc3cccs3)cc12	u	0.6%	-1%	14%	1%
COC(=O)C(CC(C)C)Oc1ccc2c(C)cc(=O)oc2c1 (stereo not given)	30%	2.4%	-2%	0%	0%
CCN(C(=O)CSc1n[nH]c(N)n1)C1CCCCC1	4%	0.5%	-2%	x	7%
Cc1ccc(NC(=O)c2ccc(NS(=O)(=O)c3ccc4[nH]c(=O)[nH]c4c3)cc2)nc1	2%	7.9%	2%	-6%	1%
CC(C)[C@H]1C(=O)O[C@H](C(C)C)C(=O)N(C)[C@@H](C(C)C)C(=O)O[C@H](C(C)C)C(=O)N(C)[C@@H](C(C)C)C(=O)O[C@H](C(C)C)C(=O)N1C	u	1.8%	0%	8%	u
COc1ccccc1NC1=NC(c2ccc(Cl)cc2)N=C(N)N1 (stereo not given)	13%	i	1%	5%	11%
CS(=O)(=O)c1cnc2c(S(=O)(=O)c3ccccc3)cnn2c1N	17%	2.1%	5%	7%	-2%
NC(=O)C1CCN(C(=O)c2cc(Cl)c3c(c2)OCCO3)CC1	13%	i	1%	x	-4%
COc1ccccc1OCCNC(=O)CN1C(=O)NC2(CCCC2)C1=O	x	1.6%	-8%	x	x
COc1ccccc1CNC(=O)C1CCCC1	-3%	i	-4%	10%	2%
CCOC(=O)C1=C(CC)Nc2ccccc2N=C1NC(=O)c1ccc(S(=O)(=O)N2CCOCC2)cc1	22%	9.5%	5%	-8%	3%
CC(=O)CCc1ccc(OCC(O)CNCCOc2ccc(C)cc2)cc1 (stereo not given)	8%	i	-5%	5%	18%
Cc1n[nH]c(=O)c2c(NC(=O)CSc3nn(-c4ccccc4)c(=S)s3)oc(C)c12	18%	0.9%	0%	3%	-7%
CCC1=NN(C(=O)C(=O)Nc2ccc(OC)cc2)C(O)(C(F)(F)F)C1 (stereo not given)	2%	1.1%	-7%	-1%	-7%
CSc1ccccc1OCc1cc(C(=O)N2CCc3sccc3C2)no1	23%	2.9%	-3%	-2%	3%
CCC(=O)Nc1c2c(nn1-c1ccccc1C)CSC2	-12%	0.1%	-4%	-10%	-4%
O=C(COC(=O)/C=C/c1ccc(Cl)cc1)NC1CC1	18%	3.1%	-2%	x	-1%
O=c1c(CN2CCN(c3ccccn3)CC2)coc2ccccc12	14%	0.7%	-6%	-2%	-2%
O=C(O)CCN1C(=O)/C(=C/c2cn(-c3ccccc3)nc2-c2cccs2)SC1=S	x	i	10%	x	x
CCCN(CCC)C(=O)C1CCC(CNS(=O)(=O)c2cccc3nsnc23)CC1 (stereo not given)	-2%	0.2%	-34%	-8%	-2%
COC(=O)C1=C(c2ccc(F)cc2F)C[C@@H]2CC[C@H]1N2C(=O)NCc1ccc2c(c1)OCO2	14%	2.9%	-19%	x	-2%
O=C(COc1cccc(OC(F)F)c1)Nc1ccc(SC(F)F)cc1	u	0.5%	13%	1%	u
O=C(N1CCOCC1)N1CCC(n2nnc3ccccc32)CC1	-22%	0.6%	9%	-9%	-7%	VEEV TC-83 Vero 10K pilot screen=0.6
Cc1ccc(-c2nc3ccccc3s2)cc1NC(=S)NC(=O)/C=C/c1ccco1	4%	13%	0%	2%	-3%
Nc1nc(SCc2ccccc2)c2ncn(Cc3ccccc3)c2n1	x	6.6%	-16%	x	x
O=C(Cc1cccs1)Nc1ccc(F)cc1F	36%	i	-10%	-3%	3%
CC(C)(C)n1nc2c(c1NC(=O)COc1ccc3ccccc3c1)CS(=O)(=O)C2	25%	1.7%	20%	-5%	-9%
CCOC(=O)CCC(=O)Nc1cc(S(=O)(=O)N2CCOCC2)ccc1N1CCCCC1	1%	0.3%	-1%	x	1%
CCOc1ccc(S(=O)(=O)N2CCC(C(=O)NCC3CCCO3)CC2)cc1C (stereo not given)	-2%	0.9%	14%	11%	6%
CCCc1ccc(OC(=O)c2cccs2)cc1	9%	i	-12%	7%	40%
Cc1ccc(NC(=O)CSc2nc(=O)n(CCCN3CCOCC3)c3c2CCCC3)cc1	-2%	6.7%	4%	11%	0%
O=C(COC(=O)c1ccc(Br)o1)NCc1cccs1	u	i	0%	3%	11%
O=C(O)Cn1cc2c(n1)CCCCC2	-5%	0.9%	10%	-1%	0%
Fc1ccc(Nc2ncnc3ccccc23)cc1	67%	i	-3%	1%	4%
Cc1ccc(N/C=C(\C#N)S(=O)(=O)c2ccccc2)cc1	8%	2.7%	-3%	0%	-1%
CCCCC(=O)NC(NC(=O)CCCC)c1ccc(OCC(C)C)c(OC)c1	-7%	i	-1%	0%	-7%
O=C(c1ccccc1)N1N=C(c2ccccc2)CC1c1ccc2nccnc2c1 (stereo not given)	5%	0.5%	-3%	0%	9%
C[C@@]12C(=O)N(c3ccc(F)cc3)C(=O)N1[C@@H]1c3ccccc3OC[C@@H]1[C@H]2c1ccccc1	17%	4.2%	13%	-3%	-12%	VEEV TC-83 Vero 10K pilot screen=4.9
CN=C1SC(CC(=O)Nc2sc(C)c(C)c2C(=O)OC)C(=O)N1C (stereo not given)	-5%	i	-4%	2%	-6%

15 entries already listed, arranged by length of the SMILES, ascending:
SMILES	M. tuberculosis	VEEV TC-83 Vero	H1N1 NS1A inhibition	PhoP GFP inhibition	H37Rv inhibition	others
O=C(O)Cn1cc2c(n1)CCCCC2	-5%	0.9%	10%	-1%	0%
Fc1ccc(Nc2ncnc3ccccc23)cc1	67%	i	-3%	1%	4%
O=C(COC(=O)c1ccc(Br)o1)NCc1cccs1	u	i	0%	3%	11%
O=C(N1CCOCC1)N1CCC(n2nnc3ccccc32)CC1	-22%	0.6%	9%	-9%	-7%	VEEV TC-83 Vero 10K pilot screen=0.6
Nc1nc(SCc2ccccc2)c2ncn(Cc3ccccc3)c2n1	x	6.6%	-16%	x	x
Cc1ccc(N/C=C(\C#N)S(=O)(=O)c2ccccc2)cc1	8%	2.7%	-3%	0%	-1%
O=C(COc1cccc(OC(F)F)c1)Nc1ccc(SC(F)F)cc1	u	0.5%	13%	1%	u
CCCCC(=O)NC(NC(=O)CCCC)c1ccc(OCC(C)C)c(OC)c1	-7%	i	-1%	0%	-7%
O=C(c1ccccc1)N1N=C(c2ccccc2)CC1c1ccc2nccnc2c1 (stereo not given)	5%	0.5%	-3%	0%	9%
CCOc1ccc(S(=O)(=O)N2CCC(C(=O)NCC3CCCO3)CC2)cc1C (stereo not given)	-2%	0.9%	14%	11%	6%
Cc1ccc(-c2nc3ccccc3s2)cc1NC(=S)NC(=O)/C=C/c1ccco1	4%	13%	0%	2%	-3%
Cc1ccc(NC(=O)CSc2nc(=O)n(CCCN3CCOCC3)c3c2CCCC3)cc1	-2%	6.7%	4%	11%	0%
CCOC(=O)CCC(=O)Nc1cc(S(=O)(=O)N2CCOCC2)ccc1N1CCCCC1	1%	0.3%	-1%	x	1%
CC(C)(C)n1nc2c(c1NC(=O)COc1ccc3ccccc3c1)CS(=O)(=O)C2	25%	1.7%	20%	-5%	-9%
C[C@@]12C(=O)N(c3ccc(F)cc3)C(=O)N1[C@@H]1c3ccccc3OC[C@@H]1[C@H]2c1ccccc1	17%	4.2%	13%	-3%	-12%	VEEV TC-83 Vero 10K pilot screen=4.9

(more compounds)
SMILES	M. tuberculosis	VEEV TC-83 Vero	H1N1 NS1A inhibition	PhoP GFP inhibition	H37Rv inhibition	others
CCOC(=O)N1CCN(C(=O)COc2cccc3c2CCN(Cc2cccc(C)c2)C3=O)CC1	-3%	8.1%	-5%	-3%	-4%
COC(=O)c1[nH]c2cc(OC)ccc2c1NC(=O)c1c(F)cccc1F	2%	0.3%	-16%	-3%	5%
CC(=O)Nc1ccc(NC(=O)C2CCCN2C(=O)Nc2cccc(F)c2)cc1 (stereo not given)	-1%	0.0%	-3%	1%	-8%
Cc1ccc(OC(C)C(=O)Nc2ccc(S(=O)(=O)N3CCOCC3)cc2)cc1 (stereo not given)	4%	5.8%	-7%	6%	0%
O=C(O)C1CC=CCC1C(=O)Nc1ccccc1C(=O)N1CCN(c2ccc(Cl)cc2)CC1 (stereo not given)	-21%	0.3%	x	7%	-8%

Not a hit list; any-hit rate near 1.5%.
